Screening data as filed in PubChem BioAssay.
hIAP block – human IAP inhibitors, primary screen, biochemical, luminescence, uHTS. inhibition, % at 10 µM. 0.12% of 330,000 active. purified IAP, CDP-Star luminescence, 30 min. AID 2544, 2010. Intestinal-type alkaline phosphatase (Homo sapiens), P09923;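 active means inhibition reaching a set limit with compound at 10 µM in the primary screen, cut at about 35% in these data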;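 further: plate controls were DMSO wells with enzyme for no effect and no-enzyme buffer wells for full effect; values of inactives mirror those of a sister screen read the other way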
mIAP block – inhibitors of mouse IAP, primary screen, biochemical, luminescence, uHTS. purified mouse IAP, CDP-Star luminescence, 30 min. 0.2% of 330,000 active. inhibition, % at 10 µM. AID 2806, 2010. intestinal alkaline phosphatase [Mus musculus];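 active means inhibition of at least 40% at 10 µM in the primary screen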;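 further: plate controls were DMSO with enzyme for no effect and no enzyme wells for full effect; values of inactives mirror those of a sister screen read the other way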
HKDC1 inh – HKDC1 hexokinase inhibitors, primary screen, biochemical, fluorescence, uHTS; Q2TB90; recombinant HKDC1, G6PDH/diaphorase resazurin coupled fluorescence; inhibition, % at 20 µM; 0.16% of 340,000 active; AID 493160, 2011;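 active means inhibition above about 35% when tested at 20 µM, limit read from the data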;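 further: plate controls were DMSO wells with enzyme for no effect and DMSO wells lacking enzyme for full effect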
Target sequence (Q2TB90 whole entry, looked up): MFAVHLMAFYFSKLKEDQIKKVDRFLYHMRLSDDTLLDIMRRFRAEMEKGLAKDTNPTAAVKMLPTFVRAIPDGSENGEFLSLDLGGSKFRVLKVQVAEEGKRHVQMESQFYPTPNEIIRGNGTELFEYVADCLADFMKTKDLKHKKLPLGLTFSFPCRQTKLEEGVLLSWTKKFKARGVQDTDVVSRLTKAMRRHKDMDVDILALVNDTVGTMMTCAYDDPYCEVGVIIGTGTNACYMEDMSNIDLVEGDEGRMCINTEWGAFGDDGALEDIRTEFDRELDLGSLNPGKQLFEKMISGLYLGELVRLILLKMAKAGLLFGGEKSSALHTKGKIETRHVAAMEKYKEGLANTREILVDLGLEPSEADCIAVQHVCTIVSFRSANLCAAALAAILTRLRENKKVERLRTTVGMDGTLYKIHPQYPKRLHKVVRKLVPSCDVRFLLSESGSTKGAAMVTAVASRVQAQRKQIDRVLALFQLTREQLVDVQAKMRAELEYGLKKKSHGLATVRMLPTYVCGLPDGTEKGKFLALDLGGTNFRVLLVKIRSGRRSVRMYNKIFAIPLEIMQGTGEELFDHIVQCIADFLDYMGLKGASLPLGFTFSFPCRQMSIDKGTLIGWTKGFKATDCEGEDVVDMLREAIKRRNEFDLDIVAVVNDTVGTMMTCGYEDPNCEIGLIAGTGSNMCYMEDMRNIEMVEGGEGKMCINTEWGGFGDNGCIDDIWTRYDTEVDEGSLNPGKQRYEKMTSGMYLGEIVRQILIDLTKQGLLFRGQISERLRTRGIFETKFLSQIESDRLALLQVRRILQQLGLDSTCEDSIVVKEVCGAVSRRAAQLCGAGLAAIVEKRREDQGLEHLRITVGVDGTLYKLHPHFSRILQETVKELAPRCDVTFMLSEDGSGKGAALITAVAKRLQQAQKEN
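Test system: recombinant HKDC1 (HK5) hexokinase enzyme, produced in-house; Amount: enzyme 5 µg/mL final; Buffer or medium: Tris pH 8.0 buffer with MgCl2, Tween-20, BSA, BME; Reagent: glucose and ATP substrates; Doses: 20 µM test compound, 1% DMSO; Incubation: 90 min reaction incubation at room temperature, dark; Detection: resorufin fluorescence at 613 nm.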
hIAP act – human IAP activators, primary screen, biochemical, luminescence, uHTS | Intestinal-type alkaline phosphatase (Homo sapiens), P09923 | purified human IAP, CDP-Star luminescence, 30 min; hits give high values; 1 = vehicle-only enzyme, 0 = enzyme-free background | activation factor at 10 µM | 0.16% of 330,000 active | AID 2524, 2010;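 active means activation factor of the enzyme at least 2-fold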; further: the source names both 10 and 20 µM as test concentration; values of inactives mirror those of a sister screen read the other way
mIAP act – activators of mouse IAP, primary screen, biochemical, luminescence, uHTS; activation factor at 10 µM; intestinal alkaline phosphatase [Mus musculus]; muIAP, CDP-Star luminescence, 30 min; hits give high values; 1 = vehicle-only enzyme signal, 0 = enzyme-free wells; 0.24% of 330,000 active;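 active means activation factor of at least 2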; further: the source names both 10 and 20 µM as test concentration; values of inactives mirror those of a sister screen read the other way
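also added = chemiluminescent substrate CDP-Star | test system = mouse IAP enzyme | signal = chemiluminescence readout | compound = DMSO-dissolved test compounds | incubation = 30 min at room temperature | benchmarks = DMSO wells, no-enzyme wells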
APOBEC3A inh – APOBEC3A ssDNA deaminase inhibitors, primary screen, selectivity assay for APOBEC3G inhibitor project, biochemical, FAM/TAMRA oligo cleavage fluorescence. DNA dC->dU-editing enzyme APOBEC-3A (Homo sapiens), P31941. recombinant A3A, FAM/TAMRA ssDNA deamination fluorescence. inhibition, % at 20 µM. 0.41% of 330,000 active. AID 493011, 2011;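 active means at least 40% inhibition at 20 µM here, with at most 30% in a related deaminase screen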;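 further: plate controls were A3A with DMSO for no effect and wells lacking A3A enzyme for full effect; some results filed as inactive read as strong as hits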
Target sequence (P31941 whole entry, looked up): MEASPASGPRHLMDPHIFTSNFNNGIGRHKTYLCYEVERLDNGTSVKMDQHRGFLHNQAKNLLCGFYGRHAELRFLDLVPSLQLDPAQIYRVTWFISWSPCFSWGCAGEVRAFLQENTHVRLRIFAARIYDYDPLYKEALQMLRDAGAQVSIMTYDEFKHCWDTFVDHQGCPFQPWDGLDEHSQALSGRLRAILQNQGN
ATG4B inhibitor – ATG4B protease inhibitors, primary screen, biochemical, fluorescence, uHTS; ATG4B cleavage of LC3-PLA2, NBD-HPC fluorescence, 1 h; inhibition, % at 8.33 µM; 0.51% of 340,000 active; in the data active means inhibition above about 40%
PfG6PD inh – PfG6PD enzyme inhibitors, primary screen, biochemical, fluorescence intensity, uHTS. glucose-6-phosphate dehydrogenase-6-phosphogluconolactonase (Plasmodium falciparum 3D7). inhibition, % at 20 µM. PfGluPho enzyme, NADPH resazurin-diaphorase fluorescence. 0.78% of 350,000 active;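 active means inhibition reaching at least a set limit at 20 µM in the primary screen, cut at about 59% in these data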;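 further: 0% = DMSO wells with substrate and 100% = DMSO wells lacking glucose-6-phosphate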
An asterisk follows results filed as active; / = not tested or not shown. An unsorted share of the library (roughly 2.4% active in at least one column).

A first look:
SMILES | hIAP block | mIAP block | HKDC1 inh | hIAP act | mIAP act | APOBEC3A inh | ATG4B inhibitor | PfG6PD inh
O=C(CC(C(=O)O)c1c(F)cccc1Cl)c1ccc(Cl)cc1 (stereo not given) | -3 | -9 | -3 | 1 | 1.1 | -4 | -5 | -2
Brc1ccc(/C=N/Nc2ccccc2)cc1 | 24 | -2 | -1 | 0.76 | 1 | 0 | -1 | 8
O=C(NCCO)c1ccc2[nH]c3c(c2c1)CCCC3 | -4 | 3 | 4 | 1 | 0.97 | -5 | 3 | 3
COc1ccc(CNC2CCSc3ccccc32)cc1OC (stereo not given) | -3 | -1 | 3 | 1 | 1 | 0 | 2 | 3

Main list, previewed entries included:
SMILES | hIAP block | mIAP block | HKDC1 inh | hIAP act | mIAP act | APOBEC3A inh | ATG4B inhibitor | PfG6PD inh
O=C(CC(C(=O)O)c1c(F)cccc1Cl)c1ccc(Cl)cc1 (stereo not given) | -3 | -9 | -3 | 1 | 1.1 | -4 | -5 | -2
Brc1ccc(/C=N/Nc2ccccc2)cc1 | 24 | -2 | -1 | 0.76 | 1 | 0 | -1 | 8
O=C(NCCO)c1ccc2[nH]c3c(c2c1)CCCC3 | -4 | 3 | 4 | 1 | 0.97 | -5 | 3 | 3
COc1ccc(CNC2CCSc3ccccc32)cc1OC (stereo not given) | -3 | -1 | 3 | 1 | 1 | 0 | 2 | 3
Oc1cccc(CN2CCCCC2)c1 | -2 | 6 | 2 | 1 | 0.94 | -2 | 5 | -7
Cc1ccc(S(=O)(=O)N(CC(=O)Nc2ccc(C(N)=O)cc2)C(=O)N2CCN(C)CC2)cc1 | 0 | -8 | 4 | 0.99 | 1.1 | 0 | 17 | -5
CCN(CC)CCN(C(=O)c1ccccc1OC)c1nc2ccc(F)cc2s1 | -2 | 3 | 2 | 1 | 0.97 | 2 | 14 | -11
C1=C(c2sc3ccccc3c2-c2ccc(OCCN3CCOCC3)cc2)CCCC1 | 8 | -4 | 5 | 0.92 | 1 | -4 | -1 | 4
COc1ccc(CCNC(=O)c2[nH]c(C)c(C(C)=O)c2C)cc1 | -6 | -2 | -5 | 1.1 | 1 | 4 | -3 | -16
C/C(CC(=O)Nc1ccccc1Cl)=N\NC(=O)C(=O)NCCO | -21 | 2 | -14 | 1.2 | 0.98 | 2 | 1 | -8
Cc1[nH][nH]c(=O)c1C=NCc1cccc(C(F)(F)F)c1 | 7 | 3 | -4 | 0.93 | 0.97 | 4 | -3 | 22
Cc1ncc([N+](=O)[O-])n1Cc1cccc2ccccc12 | -2 | 4 | -9 | 1 | 0.96 | 1 | -1 | 2
COc1ccc(S(=O)(=O)NC(C)C(=O)N2CCCC2)cc1C (stereo not given) | 19 | 4 | -7 | 0.81 | 0.96 | 0 | -2 | 3
C/C(=N\NC(=O)COc1ccc(C#N)cc1)c1ccc(N2CCOCC2)cc1 | 26 | -1 | -4 | 0.73 | 1 | 1 | -12 | -8
Cn1c(=O)n(Cc2ccccc2)c(=O)c2c1nc1n2CCN1Cc1ccco1 | -17 | -2 | 0 | 1.2 | 1 | -1 | -2 | -16
CSc1cccc(NC(=O)CN(C)S(=O)(=O)c2ccccc2)c1 | 1 | -16 | 1 | 0.99 | 1.2 | 1 | 1 | -6
OCCOCCNc1ncnc2c1c(-c1ccccc1)cn2-c1ccccc1 | 5 | 3 | -1 | 0.95 | 0.97 | -6 | -6 | 1
O=c1cc(-c2ccccc2)nc(N2CCN(Cc3ccccc3)CC2)[nH]1 | 14 | -4 | -2 | 0.86 | 1 | -1 | -6 | -11
Cc1cc(C)nc(NC(=O)CCN2C(=O)c3ccccc3S2(=O)=O)n1 | -23 | 1 | -7 | 1.2 | 0.99 | 2 | -7 | 5
Cc1ccc(Cn2ccc(NC(=O)c3cc(-c4ccc(Cl)cc4)on3)n2)cc1 | 3 | 4 | -8 | 0.97 | 0.96 | -1 | 8 | -4
Nc1nonc1-n1nnc(C(=O)N/N=C/c2ccc3c(c2)OCO3)c1CSc1ccccc1 | -16 | 6 | -3 | 1.2 | 0.94 | -2 | -4 | 4
COc1ccc2[nH]c(C(=O)O)c(CCN3C(=O)c4cccc([N+](=O)[O-])c4C3=O)c2c1 | 1 | -6 | 3 | 0.99 | 1.1 | -1 | 5 | -38
O=C(COC(=O)c1ccc(Cl)c(S(=O)(=O)N2CCN(c3ccc(F)cc3)CC2)c1)Nc1cccc(Cl)c1 | 6 | 4 | 15 | 0.94 | 0.96 | 3 | 0 | 15
CCn1cc(C(=O)NCc2ccccc2F)c(=O)c2ccc(C)nc21 | -6 | 2 | -2 | 1.1 | 0.98 | -1 | -2 | 20
Cc1ccccc1-c1n[nH]c(=S)n1Cc1ccccc1 | 2 | 2 | 9 | 0.98 | 0.98 | -1 | 0 | 22

Additional entries follow.
SMILES | hIAP block | mIAP block | HKDC1 inh | hIAP act | mIAP act | APOBEC3A inh | ATG4B inhibitor | PfG6PD inh
c1cnc(N2CCN(c3cnccn3)CC2)nc1 | -1 | 1 | -1 | 1 | 0.99 | 4 | -5 | -2
COc1ccc(CC(=O)OCC(=O)N2CCN(S(=O)(=O)c3ccc(C)cc3C)CC2)cc1OC | 8 | -7 | -6 | 0.92 | 1.1 | -2 | -5 | 12
O=C(CCCCC(=O)Nc1c(I)cc(I)c(C(=O)O)c1I)Nc1c(I)cc(I)c(C(=O)O)c1I | 0 | -7 | -2 | 1 | 1.1 | 0 | 3 | -15
C/C(N)=C(/C#N)C(=O)COC(=O)CC12CC3CC(CC(C3)C1)C2 | -20 | -9 | 3 | 1.2 | 1.1 | 2 | -14 | 3
O=C(CN1CCN(c2ccccc2O)CC1)Nc1cc(S(=O)(=O)N2CCCC2)ccc1Cl | -1 | 4 | 4 | 1 | 0.96 | 2 | -25 | 18
COc1cccc(NC(=O)CSc2ccc(-c3ccco3)nn2)c1 | -25 | 2 | 11 | 1.3 | 0.98 | -2 | -7 | 16
CCOC(=O)c1[nH]c2cc3c(cc2c1NC(=O)CN1CC(C)CC(C)C1)OCO3 (stereo not given) | 0 | 6 | 0 | 1 | 0.94 | -4 | -10 | 6
Cc1ccnc(NC(=O)CCC(=O)N(CC(=O)NCc2ccccc2)Cc2ccco2)c1 | -2 | -2 | 12 | 1 | 1 | -2 | 4 | -5
O=C(COc1ccc(/C=N/NS(=O)(=O)c2ccccc2)cc1)Nc1ccccc1 | 9 | 8 | -6 | 0.91 | 0.92 | -2 | -6 | 0
COc1ccc(CCNC(=O)CN(C)S(=O)(=O)c2ccc(OC)cc2)cc1 | -8 | -2 | -6 | 1.1 | 1 | -3 | -2 | -16
Cc1ccc(-c2nc(C(=O)NCC3CCCO3)cc3c2[nH]c2ccccc23)cc1 (stereo not given) | 3 | -18 | 1 | 0.97 | 1.2 | -5 | 0 | 40
O=C1C(Cl)=C(N2CCN(Cc3ccccc3)CC2)C(=O)N1c1ccccc1 | -12 | -14 | 0 | 1.1 | 1.1 | 3 | -2 | -13
CCOc1cccc2sc(N(CCN(C)C)C(=O)c3cc4ccccc4cc3OC)nc12 | 12 | 0 | 1 | 0.88 | 1 | -5 | 8 | 13
O=C(Nc1ccnn1C1CCN(Cc2cccc(O)c2)CC1)C1CCCC1 | -12 | 4 | -5 | 1.1 | 0.96 | -2 | -6 | -8
Cc1ccc(NC(=O)CN2C(=O)NC3(CCc4ccccc43)C2=O)cc1 (stereo not given) | -7 | 6 | -6 | 1.1 | 0.94 | -3 | -5 | 5
COc1ccc(OC)c(NC(=O)c2cccc3c2C(=O)N(C2CCCCC2)C3)c1 | -21 | 2 | -1 | 1.2 | 0.98 | 0 | -1 | 7
CN1CCN(c2nc(-c3ccc(Br)cc3)nnc2-c2ccccc2)CC1 | 3 | 6 | -2 | 0.97 | 0.94 | -3 | 5 | 21
Cc1ccc2c(c1)C1CN(C)CCC1N2S(=O)(=O)c1ccc(C(C)C)cc1 (stereo not given) | 16 | 1 | 0 | 0.84 | 0.99 | -4 | 3 | -3
O=C(C1CCC(=O)N(C2CCCC2)C1)N1CCN(c2ccc(Cl)cc2)CC1 (stereo not given) | 5 | -6 | -1 | 0.95 | 1.1 | -3 | -5 | -3
c1cc(CN2CCCCC2)cc(OCCCNc2nc3ccccc3s2)c1 | 0 | -15 | 6 | 1 | 1.2 | -3 | -4 | -23
CC1CCN(C(=O)Cn2c(=O)oc3ccccc32)CC1 | -6 | 3 | -4 | 1.1 | 0.97 | 4 | 2 | -1
Cc1ccc(NC(=O)CSc2nc(=O)n(CCCN(C)C)c3c2CCC3)c(C)c1 | -8 | 0 | -5 | 1.1 | 1 | -5 | 1 | -8
CCOc1cc(/C=C/C(=O)O)ccc1OCc1ccccc1 | -7 | 0 | -5 | 1.1 | 1 | -2 | 4 | -34
O=c1c2c3nc4ccccc4nc3n(CC3CCCO3)c2ncn1CCc1ccccc1 (stereo not given) | -11 | 6 | -2 | 1.1 | 0.94 | 1 | -8 | -3
COc1ccc(CC(=O)NNC(=O)COc2ccc(C)cc2)cc1S(=O)(=O)N1CCOCC1 | -58 | 6 | -4 | 1.6 | 0.94 | 0 | 5 | -4

(listing goes on)
SMILES | hIAP block | mIAP block | HKDC1 inh | hIAP act | mIAP act | APOBEC3A inh | ATG4B inhibitor | PfG6PD inh
COc1ccccc1CNS(=O)(=O)c1ccc(N2CCCC2)cc1Br | / | 1 | -1 | / | 0.99 | 3 | 12 | -18
Cc1cnc(C(=O)Nc2nnc(SCc3c(Cl)cccc3Cl)s2)cn1 | -15 | -1 | 0 | 1.1 | 1 | 3 | 2 | -42
O=C(COC(=O)c1ccc(Cl)nc1)Nc1cc(S(=O)(=O)N2CCCCC2)ccc1Cl | -5 | 4 | -4 | 1.1 | 0.95 | -1 | -5 | 8
O=c1c(Cl)c(N/N=C/c2ccc(Cl)cc2)cnn1-c1ccccc1 | 2 | 11 | -1 | 0.98 | 0.89 | 0 | -9 | 20
COC(=O)Cc1[nH]nc2c1C(c1cccc(OC)c1OC)C(C#N)=C(N)O2 (stereo not given) | 2 | 7 | 0 | 0.98 | 0.93 | -2 | -4 | -10
COCCNC(=O)CCSCc1ccccc1F | 1 | 0 | -5 | 0.99 | 1 | 0 | -12 | -6
O=C(NCc1ccccn1)C(C(=O)c1cccc([N+](=O)[O-])c1)n1cc(Cl)ccc1=O (stereo not given) | -7 | 6 | -8 | 1.1 | 0.94 | 5 | -1 | 2
O=S(=O)(/C=C/c1ccccc1)NC1CCCCCCC1 | 9 | 3 | 20 | 0.91 | 0.97 | 0 | 13 | 0
CCN(c1ccc(NS(=O)(=O)c2cc(Cl)ccc2Cl)cc1)C(C)C | 5 | -8 | 1 | 0.95 | 1.1 | 2 | 5 | 32
COc1ccc2nc(NCCNC(=S)NCCCN3CCOCC3)c(C#N)cc2c1 | -14 | 1 | -2 | 1.1 | 0.99 | 3 | -5 | 2
Cc1ccc(N(CC(=O)NC(C)C)C(=O)CCC(=O)Nc2nccs2)c(C)c1 | -3 | -2 | -7 | 1 | 1 | 0 | -4 | -4
